T cell HTS: modulators of CD8 T cell-vesicle binding, primary screen, mouse 2C CD8+ T cells, flow cytometry; hit rate 0.068% among 330,000; calls only at 7 µM; 2C CD8+ T cell-vesicle binding; active compounds read low;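 active means response, share of CD8 T cells binding vesicles, and their 90th percentile fluorescence all below set limits, cut at about 80% in these data, passing the limit was not always enough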
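Assay system: 2C TCR transgenic mouse naive CD8+ T cells, MACS-purified | Read-out: CD8+ gate FL2 mean fluorescence as % of same-row positive control | Signal: High-throughput flow cytometry with anti-B7-1 and anti-CD8 staining | Timing: Binding step 1.5 h, 37 °C, antibody labelling 20 min, ice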
MT stabilizer: microtubule stabilizers in HeLa cells, primary screen, imaging, high-content imaging; HeLa tubulin immunostaining HCS, 24 h; share of cells brighter than vehicle mean+2SD; % tubulin-high responders, % at 10 µM; hit rate 0.83% among 200,000;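 active means plate Z-score above 3 for both tubulin-high and condensed-nucleus cell shares, with cell loss under 80%, at 10 µM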;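 further: anti alpha tubulin signal scored within the nucleus-defined area of each cell; some results filed as inactive read as strong as hits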
b-catenin transl: modulators of beta-catenin nuclear translocation, primary screen, imaging, HeLa cells, immunofluorescence, high-content; nuclear translocation activity, % at 5 µM; hit rate 0.3% among 190,000;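 active means nuclear translocation activity above 50% at 5 µM, with a well cell count of 50 or more; inconclusive means wells under 50 cells across six images, flagged as toxic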;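 further: per-cell ratio of nuclear to cytoplasmic median beta-catenin stain intensity; plate controls were DMSO negative control for no effect and GSK-3 inhibitor IX positive control for full effect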
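assay system = human HeLa cells, endogenous beta-catenin | times = compound treatment 24 h, 37°C, 5% CO2 | detection = Anti-beta-catenin immunofluorescence on PFA-fixed, Triton-permeabilized cells, DAPI nuclei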
human PMI inhibition: inhibitors of human PMI, primary screen, biochemical, fluorescence intensity, coupled assay (AID 1209) | Mannose-6-phosphate isomerase (Homo sapiens) | purified PMI enzyme, coupled fluorescence intensity; higher % means a stronger effect | one-dose inhibition, % at 20 µM; IC50 in µM for titrated hits | hit rate 0.42% among 190,000; in the data active means inhibition above about 50%;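 further: plate controls were DMSO vehicle for no effect and wells lacking substrate for full effect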
TNAP activation fold: human TNAP enzyme activators, primary screen, biochemical, luminescent, no phosphate acceptor, uHTS (AID 1001); one-dose activation fold at 20 µM; EC50 in µM for titrated hits; Alkaline phosphatase, tissue-nonspecific isozyme (Homo sapiens); hit rate 0.03% among 200,000; purified TNAP, luminescent activation assay, no phosphate acceptor; higher activation fold means a stronger effect; in the data active means activation fold from about 3, or a potency from the dose series; inactive means the rest, 99 in 100 with activation fold below about 1.6; further: many of its hits are not listed in these tables
Ins promoter up: insulin promoter activators in MIN6 cells, imaging, high-content screening, mouse beta cells; z-score at 5 µM; AID 1625, 2009; MIN6 insulin promoter-GFP reporter; active compounds read high; hit rate 0.3% among 190,000;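 active means z-score above 3 at 5 µM with at least 500 cells counted in the well; inconclusive means wells under 500 cells, flagged as cytotoxic or low count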
Myeloid diff 2: induction of myeloid progenitor differentiation, primary screen, cell-based, flow cytometry, MLPCN library; ER-HoxA9 myeloid progenitors, lysozyme-GFP differentiation; calls only at 10 µM; hit rate 1% among 360,000; AID 624256, 2012;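 active means normalized GFP-positive differentiation at or above the plate's own cutoff, the solvent-only control mean plus 3 SD; inconclusive means no clear call, values can overlap the other calls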;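 further: cells exposed to compound for four days before flow analysis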
Lipid droplet: inhibitors of hepatocyte lipid droplet formation, primary screen, imaging, high-throughput imaging, BODIPY stain; AML12 mouse hepatocytes, oleate lipid droplets; inhibition, % at 6.5 µM; hit rate 0.4% among 240,000;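 active means lipid droplet intensity inhibited by at least 50%, with more than 500 cells counted; inconclusive means wells with under 300 cells, treated as cytotoxic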
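Technique: fluorescence imaging, 20x objective, two fields per well / Assay system: AML12 hepatocytes (mouse) / Measure: % inhibition of lipid droplet signal / Doses: 6.5 µM single-point dosing / Incubation: overnight exposure / Reagent: 100 µM oleic acid challenge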
Dynein transport: inhibitors of GR-EGFP nuclear translocation, primary screen, dynein cargo transport inhibitor project, imaging, high-content, 3617.4 mouse cells. test concentration mostly 20 µM; stimulated with dexamethasone, 1 µM; active compounds read low. z-score, hits read low. hit rate 0.47% among 220,000. AID 1381, 2008;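 active means plate z-score of nuclear minus cytoplasmic receptor signal below a set negative limit, without overly bright fluorescence or cell loss, cut at about -3.5 in these data, passing the limit was not always enough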;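 further: z-score of nuclear minus cytoplasmic ring GR-EGFP intensity difference per well; some compounds called inactive have numbers as strong as hits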
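Also added – dexamethasone, 1.0 µM final · Buffer or medium – tet-free, stripped-serum medium · Schedule – induction 48 h, compound 1 h, agonist 30 min · Detection – formaldehyde fixation, Hoechst nuclear stain, 10x automated fluorescence imaging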
Dynein transport cytoplasmic EGFP: recorded beside Dynein transport, whose call it bears; z-score; measured here: cytoplasmic GR-EGFP intensity; active compounds read high
Dynein transport nuclear GR-EGFP: further read-out of Dynein transport, marked with its call; z-score; measured here: nuclear GR-EGFP intensity;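 lower value marks the stronger effect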
Dynein transport cell count: also measured in Dynein transport; calls as there; z-score; measured here: cell count per field
Ins promoter up cell count: second read-out of Ins promoter up, no call of its own (marks repeat the call); cell count; measured here: cytotoxicity, nuclei count;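 total cells summed across four imaged fields per well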
Lipid droplet cells 6.5 µM: also measured in Lipid droplet; calls as there; cell count; measured here: cell count, cytotoxicity flag;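 cells counted across two imaged fields per well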
b-catenin transl cell count 5 µM: recorded beside b-catenin transl, whose call it bears; cell count; measured here: cell count, cytotoxicity flag
T cell HTS vesicle-bound %: recorded beside T cell HTS, whose call it bears; double positive events, %; measured here: CD8+ vesicle-bound cell fraction;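 binding gate set so that unloaded-vesicle control wells show 10% double positive cells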
MT stabilizer Hoechst-high %: further read-out of MT stabilizer, marked with its call; % Hoechst-high responders; measured here: nuclear condensation Hoechst responders;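 share of cells brighter than vehicle mean plus two SD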
MT stabilizer cytotoxicity %: recorded beside MT stabilizer, whose call it bears; toxicity, %; measured here: cytotoxicity by cell density;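 0% = mean cell density of plate MIN control wells and 100% = no cells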
Myeloid diff 2 GFP+ MAC1+ %: second read-out of Myeloid diff 2, no call of its own (marks repeat the call); GFP+ MAC1+ double positive, %; measured here: differentiation confirmed by MAC1 staining
Starred values were filed as active, the others as inactive; i = inactive; ? = inconclusive; nt = not tested or not shown.

Second line of a record – Dynein transport	TNAP activation fold	MT stabilizer Hoechst-high %	Ins promoter up cell count	T cell HTS vesicle-bound %	Myeloid diff 2	Lipid droplet cells 6.5 µM	Myeloid diff 2 GFP+ MAC1+ %	T cell HTS	MT stabilizer cytotoxicity %	Lipid droplet	Ins promoter up	MT stabilizer	human PMI inhibition	b-catenin transl cell count 5 µM	Dynein transport nuclear GR-EGFP	Dynein transport cytoplasmic EGFP	b-catenin transl	Dynein transport cell count
- O=C(NCc1ccco1)c1ccccc1NC(=O)C1CC(=O)N(c2ccc(Cl)cc2)C1 (stereo not drawn)
    -0.034	1.1	1.8	1404	8	i	735	0.3	i	1.7	-5	-1.1	2.8	16%	nt	0.035	-0.21	nt	-0.066
- Cc1onc(C(=O)NN)c1C(=O)Nc1ncc(C(F)(F)F)cc1Cl
    0.043	1.2	2.4	1375	21	i	743	0.2	i	6.8	2	-0.69	1.0	-5%	1111	-0.05	-0.24	0.1	0.34
- CCOc1c(C)cc2[nH]c(CCC(=O)O)nc2c1C
    1	1.1	0.9	nt	49	i	718	0.9	i	1.9	-4	nt	3.4	-22%	441	1	-0.2	1.0	-0.13
- CC(C)(C)NC(=O)c1ccc2c(c1)CCO2
    0.2	nt	nt	1485	nt	i	700	1.1	nt	nt	-20	0.18	nt	nt	1162	0.088	-0.26	-0.9	0.27
- CCOC(=O)C1CCN(c2ccc([N+](=O)[O-])c(C(C)=O)c2)CC1
    -1.4	0.9	3.7	1270	19	i	693	1.5	i	11	0	-0.12	3.1	7%	1112	-0.66	-0.31	-2.8	0.25
- O=C(CCC(=O)N1CCN(S(=O)(=O)c2ccc(Cl)cc2)CC1)NC1CCCc2ccccc21 (stereo not drawn)
    -0.16	1.1	1.1	1538	65	i	nt	0.7	i	6.3	nt	0.04	2.6	8%	1266	-0.25	-0.24	-0.8	-0.054
- Cc1onc(-c2ccccc2)c1C(N)=O
    -0.003	1	3.2	1071	18	i	672	0.4	i	9.6	1	0.97	3.6	11%	1021	0.22	-0.22	-0.3	0.24
- CC(C)CC(=O)Nc1nnc(SCC(=O)Nc2ccc3c(c2)OCO3)s1
    0.29	1.2	2.7	1514	42	i	698	0.2	i	9.1	31	-0.36	5.0	4%	1147	-0.041	-0.28	-0.2	0.46
- Cc1cc(C)cc(N=Cc2ccc([N+](=O)[O-])s2)c1
    -2.5	1	1.8	1254	46	?	741	nt	i	0.8	-4	0.43	3.4	24%	nt	-1.6	0.63	nt	0.49
- N#CC1=C(N)Oc2c(oc(CO)cc2=O)C1c1ccsc1 (stereo not drawn)
    0.055	1.1	1.8	951	41	i	740	1.7	i	6.7	15	0.31	2.4	7%	nt	0.5	-0.098	nt	-0.52
- O=C1c2cccnc2C(Nc2ccc(S(=O)(=O)N3CCCCCC3)cc2)N1Cc1ccccc1 (stereo not drawn)
    -0.22	1	2.3	1451	38	i	nt	1.2	i	12	nt	-0.36	4.4	8%	1427	0.014	-0.32	-1.1	0.75
- Cc1nnc(NC2CCCCC2)[nH]c1=O
    -0.17	1.1	2.1	1265	12	i	702	0.4	i	4.9	1	0.2	2.8	13%	nt	-0.056	-0.22	nt	0.85
- O=C(Cn1c(C(=O)N2CCc3ccccc3C2)cc2sccc21)c1ccccc1
    0.037	0.9	3.1	1383	6	i	nt	5.9	i	0.5	nt	-0.57	6.5	6%	832	0.28	-0.19	-3.6	-0.64
- COc1ccc2c(CC(=O)Nc3ccccc3N3CCOCC3)coc2c1
    0.72	nt	nt	1509	34	i	717	0.2	i	nt	-9	0.7	nt	nt	1075	0.6	-0.2	-2.7	-1.1
- Cc1cc(CNC(=O)c2cc(Br)ccc2Cl)nn1C
    0.49	1.1	2.4	1197	10	i	646	7.1	i	20	-16	-0.25	3.5	-1%	nt	0.4	-0.17	nt	-0.77
- C/C(=N\OCc1ccc(C#N)cc1)c1ccccc1
    -0.26	1.1	3.0	1261	43	i	733	0.8	i	1.7	16	0.85	2.8	7%	1089	-0.19	-0.2	0.9	0.59
- COc1cc(-c2nc(C(F)(F)F)c(OC)o2)cc(OC)c1OC
    0.51	1.3	1.2	1258	42	i	629	0.4	i	0.4	2	0.73	4.3	-17%	nt	0.51	-0.22	nt	-0.24
- Cn1c(C(=O)N2CCCC(C(=O)NCCN3CCOCC3)C2)cc2sccc21 (stereo not drawn)
    0.11	1.1	1.9	970	6	i	743	0.8	i	8.9	8	1.1	1.6	-3%	nt	0.28	-0.23	nt	0.44
- Cc1cc([N+](=O)[O-])nn1CCCC(=O)Nc1sc2c(c1C(N)=O)CCC(C)C2 (stereo not drawn)
    -0.18	1.1	2.4	1337	2	i	705	0.1	i	11	-4	-0.28	3.3	10%	nt	-0.55	-0.32	nt	0.45
- Cc1ccc(-c2cc(C(=O)N/N=C/c3ccco3)[nH]n2)cc1
    0.81	0.1	1.1	994	33	i	728	0.3	i	12	6	-0.91	2.1	13%	1119	0.27	-0.28	-2.9	1.7
- CCOC(=O)C(Cc1ccccc1)NC(=O)CNC(=O)CNC(=O)OCc1ccccc1 (stereo not drawn)
    0.082	1.1	1.7	1463	46	i	517	1.4	i	4.1	-4	0.12	2.8	6%	1073	0.14	-0.25	1.4	0.47
- COc1c(F)c(F)c(C(=O)Nc2ccc(N3CCN(C(C)=O)CC3)c(Cl)c2)c(F)c1F
    -0.034	1.1	1.0	758	34	i	764	0.2	i	5.2	2	-0.11	2.6	9%	1198	0.19	0.045	-0.5	-1.4
- O=C1C2C(c3ccccc3)C=CC(c3ccccc3)C2C(=O)N1CCCO (stereo not drawn)
    1.6	1.1	1.7	983	36	i	759	1.4	i	7.5	-5	-0.32	1.7	6%	1163	0.97	-0.1	-4.4	-0.28
- Cn1c(=O)c(=O)n(C)c2cc(S(=O)(=O)N3CCCC3C(=O)NCc3ccco3)ccc21 (stereo not drawn)
    3.2	nt	nt	930	40	i	694	0.7	i	nt	-28	1.2	nt	nt	1264	1.6	-0.66	-0.3	-1.8
- C=C(C)c1cccc(C(C)(C)NC(=O)N2CCN(c3ncccn3)CC2)c1
    0.58	nt	1.3	nt	19	i	nt	1.0	i	24	nt	nt	2.9	nt	nt	0.59	-0.031	nt	1.5
- CC(C)N(CCn1c(=S)[nH]c2ccccc2c1=O)C(C)C
    0.53	1.2	1.8	964	45	i	710	1.2	i	8.0	3	1	2.3	-13%	nt	0.29	-0.29	nt	-0.041
- CSc1nc(N2CCOCC2)c2sccc2n1
    0.056	1	1.5	1531	48	i	708	0.4	i	8.4	20	-0.89	4.7	11%	1389	0.078	-0.16	0.1	-0.32
- CN(C)CCC(=O)c1ccc(Cl)cc1
    -0.77	0.9	3.2	1303	52	i	nt	0.4	i	5.4	nt	-0.58	5.2	44%	708	-0.14	-0.17	2.9	0.13
- Cc1ccc2c(c1)/C(=N/N1C(=O)c3ccccc3C1=O)C(=O)N2
    0.12	0.9	1.9	1336	38	i	650	0.3	i	5.5	-1	0.04	2.4	-2%	475	0.29	-0.26	3.0	-0.28
- CCOC(=O)c1c(CC(C)C)csc1/N=C/C1C(=O)CCCC1=O
    -0.39	0.9	3.4	1123	59	i	694	0.1	i	6.9	14	0.1	2.7	4%	1036	0.059	-0.1	2.8	0.02
- Cc1ccc(S(=O)(=O)Nc2cc(=O)[nH]c3c2CCC3)cc1
    -0.12	nt	nt	1474	59	i	714	0.6	i	nt	-13	-0.12	nt	nt	1142	-0.1	-0.26	-3.5	-0.34
- COc1ccc(O)c(C(=O)C2c3ccccc3C(=O)N2c2ccc(C)cc2)c1 (stereo not drawn)
    -0.18	nt	nt	1316	20	i	738	0.3	i	nt	12	-0.4	nt	nt	1174	-0.11	-0.2	-3.8	0.65
- Cc1nnc(NC(=O)c2ccc(S(=O)(=O)N3CCCCCC3)cc2)o1
    -0.49	1	3.2	1348	20	i	nt	0.6	i	1.8	nt	-0.2	4.0	-13%	1368	-0.19	-0.32	-1.2	0.38

Compound profiles (already shown). Values in the order: Dynein transport | TNAP activation fold | MT stabilizer Hoechst-high % | Ins promoter up cell count | T cell HTS vesicle-bound % | Myeloid diff 2 | Lipid droplet cells 6.5 µM | Myeloid diff 2 GFP+ MAC1+ % | T cell HTS | MT stabilizer cytotoxicity % | Lipid droplet | Ins promoter up | MT stabilizer | human PMI inhibition | b-catenin transl cell count 5 µM | Dynein transport nuclear GR-EGFP | Dynein transport cytoplasmic EGFP | b-catenin transl | Dynein transport cell count
Cc1ccc(S(=O)(=O)Nc2cc(=O)[nH]c3c2CCC3)cc1 reads -0.12 | nt | nt | 1474 | 59 | i | 714 | 0.6 | i | nt | -13 | -0.12 | nt | nt | 1142 | -0.1 | -0.26 | -3.5 | -0.34
COc1ccc2c(CC(=O)Nc3ccccc3N3CCOCC3)coc2c1 reads 0.72 | nt | nt | 1509 | 34 | i | 717 | 0.2 | i | nt | -9 | 0.7 | nt | nt | 1075 | 0.6 | -0.2 | -2.7 | -1.1
